Assay outcomes: PubChem BioAssay, Sanford-Burnham Center for Chemical Genomics
mouse IAP activators: mouse intestinal phosphatase enzyme activation – biochemical, luminescence, single concentration, confirmation (AID 434970); purified mouse IAP, CDP-Star luminescence, 30 min; stronger effect = lower value; activity change, negative = activation, % at 10 µM; 11,000 compounds, 2.9% hits; in the data active means activity change below about -85%;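 further: percent relative to enzyme plus DMSO wells and wells without enzyme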
mouse IAP activators Fold change: further read-out of mouse IAP activators, marked with its call; activation factor; measured here: IAP activation factor; stronger effect = higher value;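 fold luminescence change scaled to plate control wells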
* marks the source's active call; other numbers are inactive results. Some of the compounds tested, so the mix of outcomes need not match the whole.

Start of the data: the first five entries as a preview:
SMILES	mouse IAP activators	mouse IAP activators Fold change
O=C(CC1Sc2ccccc2NC1=O)Nc1cccc(-c2nnc3n2CCCCC3)c1 (stereo not given)	-8	1.1
CCN(CC)C(=O)c1cn(CC)c(=O)c2cc(OC)c(OC)cc12	-9	1.1
Cc1c(C(=O)OCC(=O)N2c3ccccc3CC2C)oc2ccccc12 (stereo not given)	2	0.98
Cc1ccc(-n2ncc3c(=O)n(-c4ccc(C)c(C)c4)c(-c4ccco4)nc32)cc1	10	0.9
CCOC(=O)C(NC(=O)CC)(Nc1nc2c(s1)CCCC2)C(F)(F)F (stereo not given)	4	0.96

Results, from the start:
SMILES	mouse IAP activators	mouse IAP activators Fold change
O=C(CC1Sc2ccccc2NC1=O)Nc1cccc(-c2nnc3n2CCCCC3)c1 (stereo not given)	-8	1.1
CCN(CC)C(=O)c1cn(CC)c(=O)c2cc(OC)c(OC)cc12	-9	1.1
Cc1c(C(=O)OCC(=O)N2c3ccccc3CC2C)oc2ccccc12 (stereo not given)	2	0.98
Cc1ccc(-n2ncc3c(=O)n(-c4ccc(C)c(C)c4)c(-c4ccco4)nc32)cc1	10	0.9
CCOC(=O)C(NC(=O)CC)(Nc1nc2c(s1)CCCC2)C(F)(F)F (stereo not given)	4	0.96
COc1ccc(S(=O)(=O)N2CCC(C(=O)Nc3cccc(Cl)c3)CC2)cc1OC	-62	1.6
CN1CN(C)c2cccc3cccc1c23	-3	1
C[C@@H]1CN([C@H](C)CO)C(=O)Cc2cc(NC(=O)Nc3ccccc3)ccc2O[C@@H]1CN(C)Cc1ccc2c(c1)OCO2	-66	1.7
CCCn1c(NC(=O)C2COc3ccccc3O2)nc2ccccc21 (stereo not given)	6	0.94
CN(Cc1c(F)cccc1Cl)c1nnnn1-c1ccccc1	7	0.93
COc1ccccc1NC(=S)NNC(=O)c1ccccc1	18	0.82
CN(Cc1ccccc1)C(=O)COc1cc(=O)n(C)c2ccccc12	-4	1
COC(=O)c1c(NC(=O)c2ccc(C)o2)sc2c1CCCCC2	5	0.95
Cc1noc(C)c1C(=O)Nc1ccc(S(=O)(=O)N2CCC(C)CC2)cc1	-4	1
OC1CCN(C(=S)NCCc2ccccc2)CC1	2	0.98
O=C(N/N=C/c1ccc([N+](=O)[O-])s1)c1cccc(Br)c1	18	0.82
CC[C@]1(C(=O)OC)[C@H]2C(=O)N(Cc3ccccc3)C(=O)[C@H]2[C@H]2CN(C)C(=NCc3ccccc3)N21	6	0.94
Cc1cnc(C(=O)OCC(=O)c2csc(N3CCCCC3)n2)cn1	4	0.96
O=C(NC1CC1)c1ccc(F)cc1Cl	5	0.95
Cc1nc2cc(Cl)ccc2n1-c1ccccc1	-7	1.1
CCOC(=O)C1=C(C)C(c2ccc(OC)cc2)NC(=S)N1 (stereo not given)	7	0.93
COc1ccc(-n2c(COc3ccccc3)nnc2SCC(N)=O)cc1	3	0.97
CCOC(=O)c1ccc(NC(=O)CCc2nc(-c3ccc(Cl)cc3)no2)cc1	1	0.99
COCCN1C(=O)c2ccccc2C(C(=O)NCCN(C)C)C1c1ccc(F)cc1 (stereo not given)	3	0.97
Cc1nc(S(=O)(=O)c2ccc(Cl)cc2)c(NCc2ccccc2)o1	6	0.94

Five entries from above, sorted by their value in mouse IAP activators, rising:
SMILES	mouse IAP activators	mouse IAP activators Fold change
O=C(CC1Sc2ccccc2NC1=O)Nc1cccc(-c2nnc3n2CCCCC3)c1 (stereo not given)	-8	1.1
CN(Cc1ccccc1)C(=O)COc1cc(=O)n(C)c2ccccc12	-4	1
CN1CN(C)c2cccc3cccc1c23	-3	1
CCOC(=O)c1ccc(NC(=O)CCc2nc(-c3ccc(Cl)cc3)no2)cc1	1	0.99
CN(Cc1c(F)cccc1Cl)c1nnnn1-c1ccccc1	7	0.93

Remaining list, next part:
SMILES	mouse IAP activators	mouse IAP activators Fold change
O=C(Nc1cccc(C(F)(F)F)c1)NC1CCN(S(=O)(=O)c2ccc(F)cc2)CC1	-82	1.8
Cc1cc2ccccc2c(=O)n1CC(=O)N1CCN(c2cccc(Cl)c2)CC1	3	0.97
CC(CCc1ccccc1)NC(=O)c1ccncc1 (stereo not given)	6	0.94
COC(=O)c1ccc(-n2nc(C(F)(F)F)c3c2-c2ccoc2CC3)cc1	6	0.94
CCN(CC)C(=O)COc1ccc(-c2nnc(N3CCCCC3)c3ccccc23)cc1	1	0.99
Cc1nn(-c2nc(-c3ccco3)cc(C(F)(F)F)n2)c(C)c1Br	8	0.92
CCOC(=O)C1=CN(Cc2cccc(F)c2)S(=O)(=O)NC1c1ccc(Br)cc1F (stereo not given)	8	0.92
Cc1nc2ccc(C(=O)c3ccccc3)cc2[nH]1	10	0.9
O=C(Nc1ccccc1N1CCOCC1)C1Cc2ccccc2CN1C(=O)c1ccco1 (stereo not given)	-7	1.1
O=C(Nc1cc2c3c(c1)C1CCCC1CN3CC1CCCC21)c1ccccc1 (stereo not given)	-7	1.1
O=C(CC1SCCNC1=O)Nc1cccc(Cl)c1 (stereo not given)	9	0.91
CCOc1nc(-c2ccccc2)ccc1-c1noc(-c2ccncc2)n1	-3	1
CCCC1C2C(=O)N(c3ccccc3OCC)C(=O)C2ON1c1ccccc1 (stereo not given)	-10	1.1
CC[C@@H]1C(c2ccc(F)cc2)=NN(c2ccccc2)[C@H]1C(=O)N1CCOC1=O	5	0.95
O=C(C[C@H]1C[C@H](C(=O)N2CCOCC2)[C@@]2(CCC3CCCC3)c3[nH]c4cc(-c5ccco5)ccc4c3CCN2C1=O)NCCCn1ccnc1	-3	1
O=c1cc(-c2ccc(OCc3ccccc3)cc2)oc2cc(OCc3ccccc3)cc(OCc3ccccc3)c12	9	0.91
Cc1cc(C)nc(Nc2ncc(O)n2-c2ccc(C)c(Cl)c2)n1	5	0.95
CC(=O)c1cccc(NC(=O)N2CCCC2C(=O)Nc2c(C)cccc2C)c1 (stereo not given)	5	0.95
O=C(CC(c1ccccc1)c1ccccc1O)NCCN1CCOCC1 (stereo not given)	5	0.95
O=c1c2ccccc2oc2c1ccc1ccccc12	7	0.93
O=C1C(=O)N(CCOCCO)C(c2ccccn2)/C1=C(\O)c1ccccc1 (stereo not given)	-2	1
CCOC(=O)C1=CN(CC)S(=O)(=O)NC1c1ccc(F)c(Cl)c1 (stereo not given)	-10	1.1
CCOC(=O)c1[nH]c2ccc(Cl)cc2c1-c1ccccc1	9	0.91
CC(C)(C)C(=O)Nc1ccccc1C(=O)Nc1ccncc1	3	0.97
CC(=O)Nc1sc2c(c1C(=O)N1CCOCC1)CCCCC2	2	0.98
SMILES	mouse IAP activators	mouse IAP activators Fold change
Cc1cc(NC(=O)CCC(=O)N(c2ccc(F)cc2)C2(C(=O)NC3CCCCC3)CCCC2)no1	5	0.95
COC(=O)c1cccc(NC2CC(=O)N(c3ccc(OC)c(OC)c3)C2=O)c1 (stereo not given)	4	0.96
CC1CN(c2ccccc2)C(=O)CS1 (stereo not given)	11	0.89
COc1ccc(-c2cc(C(=O)N3CCOCC3)c3cc(C)ccc3n2)cc1	0	1
COc1ccc2nc(Nc3ccc4c(c3)OCO4)sc2c1	9	0.91
CCC(=O)N1CCc2cc(Br)cc(S(=O)(=O)CCC(=O)NCCc3ccccc3)c21	-10	1.1
COc1cccc(OCCNC(=O)Nc2cc(F)c(F)cc2Cl)c1	-60	1.6
CC1=CC(C)(C)N2C(=O)C3(C(C#N)=C(N)OC4=C3C(=O)CC(C)(C)C4)c3cccc1c32 (stereo not given)	7	0.93
Nc1nc(CSc2n[nH]c(-c3ccccc3)n2)nc(Nc2ccccc2)n1	4	0.96
COCCCn1c(SCC(=O)Nc2nc3ccccc3s2)nnc1-c1ccoc1C	3	0.97
COc1ccccc1[C@H]1C(c2cccc(Cl)c2)=NN(c2ccccc2)[C@@H]1CO	-54	1.5
CCOC(=O)CSc1[nH]c(=O)cc(C)c1C#N	6	0.94
COc1ccc(-c2cc(C(F)(F)F)nc(N3CCOCC3)n2)cc1OC	3	0.97
CS(=O)(=O)N(Cc1ccc(F)cc1)Cc1nc2ccccc2c(=O)[nH]1	15	0.85
CCN1/C(=C/C=C/c2sc3ccccc3[n+]2CC)Sc2ccccc21	51	0.49
CC(Sc1nc2ccccc2s1)C(=O)Nc1ccc2c(c1)OCO2 (stereo not given)	7	0.93
Cc1cccc(NC(=O)C2C(c3ccccc3)C2(Cl)Cl)c1 (stereo not given)	-87	1.9
CCn1nc(C)c(NC(=O)CCSc2nc(-c3ccco3)cc(C(F)(F)F)n2)c1C	8	0.92
CC(=O)Nc1ccc2c(c1)nc(CCNC(=O)c1ccccc1)n2C	-22	1.2
O=S(=O)(c1ccc(Br)cc1)n1ccc2ccccc21	1	0.99
CC(SCCc1ccccn1)C(=O)O (stereo not given)	1	0.99
Cc1cc(C)cc(NC(=O)NCc2c(-c3ccccc3)noc2C)c1	-173*	2.7*
CCOC(=O)c1c(C)[nH]c(C(=O)CSc2nnc(CC(C)c3ccccc3)o2)c1C (stereo not given)	6	0.94
Cc1cc(/C=C2\SC(=S)NC2=O)c(C)n1-c1ccccc1	48	0.52
COc1ccc(-c2cc(C(F)(F)F)nc(N3CCN(C)CC3)n2)cc1	7	0.93
SMILES	mouse IAP activators	mouse IAP activators Fold change
Cc1ccc(-c2csc(N)n2)s1	78	0.22
O=c1c2ccccc2nnn1CSc1nnc(C2COc3ccccc3O2)n1-c1ccccc1 (stereo not given)	3	0.97
CCCCNS(=O)(=O)CCNCCc1ccccc1	-10	1.1
COC(=O)c1ccc2c(c1)c(C#Cc1ccccc1)c(-c1ccccc1)n2C	-13	1.1
CCCCc1ccc(-c2csc(/C(C#N)=C/c3ccc(C)o3)n2)cc1	17	0.83
COc1cccc(CNC(=O)C2CCN(S(=O)(=O)c3cnc[nH]3)CC2)c1	8	0.92
CCc1cc(=O)oc2cc(OCC(=O)O)c(Cl)cc12	5	0.95
Cc1ccc(N2C(=O)CS/C2=C(\C(Cl)=C(Cl)Cl)[N+](=O)[O-])cc1	35	0.65
CCOC(=O)CSc1nc2cc3c(cc2cc1C#N)OCO3	-16	1.2
COc1ccc(C2C(C(=O)N3CCCC3)c3cc(OC)c(OC)cc3C(=O)N2C)cc1 (stereo not given)	1	0.99
O=C(NCC(=O)N(c1cnc2ccccc2c1)C(C(=O)NC1CCCC1)c1ccncc1)c1ccco1 (stereo not given)	-1	1
CN(C)S(=O)(=O)Oc1ccsc1C(=O)Nc1ccc(Cl)c(Cl)c1	-4	1
CN(CC(=O)NCc1ccc(F)cc1)S(=O)(=O)c1cccc2nsnc12	9	0.91
Cc1cc(O)c(N=Cc2cc3c(cc2[N+](=O)[O-])OCO3)cc1C	60	0.4
O=C(COc1ccc2ccccc2c1CN1CCOCC1)N1CCc2ccccc21	-14	1.1
COc1cccc(C(=O)Nn2c(C)nnc2-n2nc(C)cc2C)c1	5	0.95
O=C1OC(Nc2ccccn2)c2ccccc21 (stereo not given)	-9	1.1
COc1cc(CN(C2CCCCC2)S(=O)(=O)c2ccc(S(=O)(=O)N(C)C3CCCCC3)cc2)cc(OC)c1OC	4	0.96
COc1cc(OC)c2c(-c3cccc(-c4ccc(F)c(Cl)c4)c3)cc(=O)oc2c1	8	0.92
CN(C)c1cc[n+](Cc2c(Cl)cccc2Cl)cc1	-10	1.1
Cc1cc(NC(=O)c2c(Cl)c(C)nn2C)no1	5	0.95
CC(=O)Nc1ccc(C2=NN(c3ccccc3)C(c3cccs3)C2)cc1 (stereo not given)	-58	1.6
CC(C)C(=O)NC(Nc1cccc2cccnc12)C(Cl)(Cl)Cl (stereo not given)	3	0.97
COc1ccccc1NC(=O)c1nc[nH]c1C(=O)Nc1ccccc1OC	1	0.99
Cc1ccc(C2=CC(c3cccs3)n3nnnc3N2)cc1 (stereo not given)	4	0.96

A different layout for part of the listing above.
> Cc1ccc(-c2csc(N)n2)s1
  mouse IAP activators = 78
  mouse IAP activators Fold change = 0.22

> O=c1c2ccccc2nnn1CSc1nnc(C2COc3ccccc3O2)n1-c1ccccc1 (stereo not given)
  mouse IAP activators = 3
  mouse IAP activators Fold change = 0.97

Additional compounds.
SMILES	mouse IAP activators	mouse IAP activators Fold change
COc1ccccc1N=c1oc2cc(O)ccc2cc1C(N)=O	-3	1
O=C(Nc1ccc2snnc2c1)N1CCSCC1	3	0.97
Nc1ccccc1N1CCOCC1	8	0.92
CC(=O)NC(C)c1nc2ccccc2n1Cc1ccccc1F (stereo not given)	1	0.99
CCOC(=O)c1[nH]c2ccccc2c1CCCN1C(=O)c2ccccc2C1=O	5	0.95
CCc1ccc(N=Nc2ccc(O)c3[nH]cnc23)cc1	40	0.6
O=C1CCC(=O)N1CCOP1(=O)COc2ccccc2OC1	4	0.96
COC(=O)c1[nH]c2ccc(C)cc2c1NC(=O)CCN1CCN(C2CCCCC2)CC1	3	0.97
COc1ccc(CN(Cc2cc3cc(C)ccc3[nH]c2=O)C(=O)N(C)C)cc1	8	0.92
Cc1ccc(-c2nn(-c3ccccc3)cc2C(=O)N2CCOCC2)cc1	2	0.98
O=C(NNS(=O)(=O)c1ccc(Cl)cc1)C1CCN(Cc2ccccc2)CC1	-10	1.1
CCOC(=O)c1cccc(NC(=O)CSc2nnc(C3CCCCC3)n2CC)c1	-6	1.1
COc1cc2nc(NCCCN3CCN(C)CC3)n3nc(-c4ccccc4)nc3c2cc1OC	9	0.91
CC1=C(C(=O)Nc2ccccc2)C(c2ccc(O)cc2)N2C(=O)CSC2=N1 (stereo not given)	6	0.94
Cc1cc(OCCCC(=O)NC2=NCCS2)ccc1Cl	-10	1.1
CCCNC(=O)NC(=O)COC(=O)c1ccc(OC)c(S(=O)(=O)N2CCCc3ccccc32)c1	4	0.96
CCC(=O)NCCNc1nc2cc(C)c(C)cc2cc1C#N	2	0.98
Cc1c(C(=O)Nc2ccc(Cl)cc2)c2ccccn2c1C(=O)c1ccccc1	-2	1
O=C(c1ccc(S(=O)(=O)N2CCCCC2)cc1)N1CCCc2ccccc21	2	0.98
Cc1cccc(N2CCN(C(=O)c3ccc(N4CCCC4=O)cc3)CC2)c1C	-10	1.1
